Screens: PubChem, Broad Institute
IDH1 R132H inh: IDH1 R132H (human) inhibition; IDH1 R132H reductase, diaphorase/resazurin fluorescence, 60 min; inhibition, % at 10 µM; 70,000 compounds, 0.18% hits; in the data active = inhibition above about 34%;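 note: 0% = DMSO and 100% = no enzyme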
Target sequence (O75874 whole entry R132H): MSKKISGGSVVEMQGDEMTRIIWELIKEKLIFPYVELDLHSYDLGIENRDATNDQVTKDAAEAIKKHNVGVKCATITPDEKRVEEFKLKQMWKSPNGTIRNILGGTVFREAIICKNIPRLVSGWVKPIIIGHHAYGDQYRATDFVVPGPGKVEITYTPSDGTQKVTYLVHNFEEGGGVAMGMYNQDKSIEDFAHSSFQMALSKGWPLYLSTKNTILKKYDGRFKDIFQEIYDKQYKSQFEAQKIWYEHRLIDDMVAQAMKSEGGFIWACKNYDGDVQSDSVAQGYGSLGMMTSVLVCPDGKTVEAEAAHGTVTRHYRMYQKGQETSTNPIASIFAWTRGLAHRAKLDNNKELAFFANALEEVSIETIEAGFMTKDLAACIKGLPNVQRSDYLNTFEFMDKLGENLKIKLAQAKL
EZH2 inh: EZH2 (human) methyltransferase inhibition. Q15910. PRC2 H3K27 methylation, DELFIA TRF, 1 h. inhibition, % at 12.5 µM. 57,000 compounds, 0.35% hits. AID 651548;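 active = mean inhibition of replicates at least 50% and every single replicate also reaching 50%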;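 note: dimethyl H3K27 on biotinylated H3 21-44 peptide detected by antibody; plate controls were median neutral control wells for no effect and median positive control wells for full effect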
Active calls of the source: *.

How did Cc1ccc(S(=O)(=O)N(C)C[C@H]2Oc3ccc(NC(=O)CCCCCC(=O)Nc4ccccc4N)cc3C(=O)N([C@H](C)CO)C[C@H]2C)cc1 do in these assays?
IDH1 R132H inh: -0.1; EZH2 inh: -13.8

What do the screens show for `C[C@H](O)C#Cc1cnc2c(c1)C(=O)N([C@@H](C)CO)C[C@H](C)[C@H](CN(C)CC1CCCCC1)O2`?
IDH1 R132H inh: 0.1

Results for CNC[C@@H]1Oc2ccc(NS(=O)(=O)c3ccc(F)cc3)cc2C(=O)N([C@H](C)CO)C[C@@H]1C ?
EZH2 inh: -0.9

What do the screens show for `C[C@H](CO)N1C[C@H](C)[C@@H](CN(C)C(=O)NC2CCCCC2)Oc2c(NC(=O)Nc3ccc(F)cc3)cccc2C1=O`?
IDH1 R132H inh: -3.4; EZH2 inh: 2.4

Results for C[C@H](CO)N1C[C@H](C)[C@H](CN(C)C(=O)C2CC2)Oc2cc(C#C[C@@H](C)O)ccc2S1(=O)=O ?
EZH2 inh: 3.5

Results for C[C@H](CO)N1C[C@H](C)[C@@H](CN(C)C(=O)Nc2ccc(F)cc2)Oc2c(NS(=O)(=O)c3ccc(Cl)cc3)cccc2C1=O ?
IDH1 R132H inh: 0.8; EZH2 inh: -3.0

What do the screens show for `COC(=O)C[C@@H]1CC[C@@H](NS(=O)(=O)c2ccc(OC)cc2)[C@H](CO)O1`?
IDH1 R132H inh: 0.1; EZH2 inh: -5.2

Results for CCCNC(=O)N(C)C[C@H]1Oc2ncc(-c3ccncc3)cc2C(=O)N([C@@H](C)CO)C[C@@H]1C ?
IDH1 R132H inh: -0.2; EZH2 inh: 8.9

How did O=C(NCCCn1ccnc1)c1ccc(Cl)c(Cl)c1 do in these assays?
IDH1 R132H inh: 12.4; EZH2 inh: -18.6

What do the screens show for `C[C@@H]1CN([C@H](C)CO)C(=O)c2cc(NS(=O)(=O)c3ccc(Cl)cc3)ccc2O[C@@H](C)CCCCO[C@H]1CN(C)S(=O)(=O)c1ccccc1`?
IDH1 R132H inh: 1.6

How did C[C@@H]1CN([C@H](C)CO)C(=O)Cc2cc(NS(=O)(=O)c3ccc(F)cc3)ccc2O[C@H]1CN(C)C do in these assays?
IDH1 R132H inh: 0.3; EZH2 inh: 10.5

What do the screens show for `Nc1nnc(SC2c3cccc4cccc(c34)C2NS(=O)(=O)c2ccc(Cl)cc2)s1` (stereo not drawn)?
IDH1 R132H inh: 1.6; EZH2 inh: -7.2

What do the screens show for `COc1ccc(NC(=O)N(C)C[C@@H]2Oc3ncc(-c4ccc(C#N)cc4)cc3C(=O)N([C@H](C)CO)C[C@H]2C)cc1`?
EZH2 inh: 10.5

Results for Cc1c(Br)c([N+](=O)[O-])nn1CC(=O)Nc1sc2c(c1C#N)CCC2 ?
IDH1 R132H inh: 0.2; EZH2 inh: -6.0

Results for O=C(Nc1ccc(Cl)cc1)N[C@H]1CC[C@H](CCn2cc(Cc3ccccc3)nn2)O[C@H]1CO ?
IDH1 R132H inh: 0.1; EZH2 inh: -1.6

What do the screens show for `C[C@@H]1CCCCO[C@H](CN(C)C(=O)NC2CCCCC2)[C@H](C)CN([C@@H](C)CO)C(=O)c2cc(NS(=O)(=O)c3cccs3)ccc2O1`?
IDH1 R132H inh: -2.5

What do the screens show for `C[C@H]1CN([C@@H](C)CO)C(=O)Cc2cc(NC(=O)Cc3cn(C)c4ccccc34)ccc2O[C@H]1CN(C)C(=O)Nc1ccccc1`?
IDH1 R132H inh: -21.5; EZH2 inh: -6.6

How did C[C@@H]1CN([C@@H](C)CO)C(=O)Cc2cc(NC(=O)Cn3cnnn3)ccc2O[C@H]1CN(C)S(=O)(=O)c1ccc(Cl)cc1 do in these assays?
IDH1 R132H inh: 0.4

How did Cc1ccc(N)c(C(=O)CCCCC(=O)O)c1 do in these assays?
IDH1 R132H inh: -0.3; EZH2 inh: 12.4

Results for CCCNC(=O)N[C@H]1C=C[C@H](CC(=O)NC2CCCCC2)O[C@H]1CO ?
IDH1 R132H inh: 0.6; EZH2 inh: -0.8

Results for CCCC1CCC(C(=O)NC(C(=O)O)C(C)C)CC1 (stereo not drawn) ?
IDH1 R132H inh: 0.4; EZH2 inh: -6.4

What do the screens show for `O=C(C[C@H]1C[C@@H]2c3cc(NC(=O)C4CCOCC4)ccc3O[C@@H]2[C@H](CO)O1)NCc1ccncc1`?
IDH1 R132H inh: 0.1; EZH2 inh: -11.0

Results for C[C@@H]1CN([C@H](C)CO)C(=O)c2cc(-c3ccc(F)cc3)cnc2O[C@H]1CN(C)C(=O)Nc1ccccc1F ?
EZH2 inh: -10.8

What do the screens show for `CC(C)(C)c1ccc(OCC(=O)NCc2ccccn2)c(Br)c1`?
IDH1 R132H inh: -0.2; EZH2 inh: -6.9

Random excerpt: six records from the list.
What do the screens show for `Nc1nnc(SC2c3cccc4cccc(c34)C2NS(=O)(=O)c2ccc(Cl)cc2)s1` (stereo not drawn)?
IDH1 R132H inh: 1.6; EZH2 inh: -7.2

Results for C[C@H](CO)N1C[C@H](C)[C@@H](CN(C)C(=O)Nc2ccc(F)cc2)Oc2c(NS(=O)(=O)c3ccc(Cl)cc3)cccc2C1=O ?
IDH1 R132H inh: 0.8; EZH2 inh: -3.0

Results for O=C(Nc1ccc(Cl)cc1)N[C@H]1CC[C@H](CCn2cc(Cc3ccccc3)nn2)O[C@H]1CO ?
IDH1 R132H inh: 0.1; EZH2 inh: -1.6

What do the screens show for `C[C@H](CO)N1C[C@H](C)[C@@H](CN(C)C(=O)NC2CCCCC2)Oc2c(NC(=O)Nc3ccc(F)cc3)cccc2C1=O`?
IDH1 R132H inh: -3.4; EZH2 inh: 2.4

What do the screens show for `CC(C)(C)c1ccc(OCC(=O)NCc2ccccn2)c(Br)c1`?
IDH1 R132H inh: -0.2; EZH2 inh: -6.9

What do the screens show for `C[C@@H]1CCCCO[C@H](CN(C)C(=O)NC2CCCCC2)[C@H](C)CN([C@@H](C)CO)C(=O)c2cc(NS(=O)(=O)c3cccs3)ccc2O1`?
IDH1 R132H inh: -2.5

Continuation.
Results for C[C@@H]1CN([C@H](C)CO)C(=O)c2cc(NC(=O)CCCN(C)C)ccc2O[C@@H]1CN(C)Cc1ccc(C(=O)O)cc1 ?
IDH1 R132H inh: 6.5; EZH2 inh: -1.2

Results for CC(Oc1ccc(Cl)cc1Cl)C(=O)Nc1cccc(Cl)c1N1CCOCC1 (stereo not drawn) ?
IDH1 R132H inh: -0.5; EZH2 inh: 14.0

How did C[C@@H]1CCCCO[C@H](CN(C)S(=O)(=O)c2cccs2)[C@@H](C)CN([C@H](C)CO)C(=O)c2cc(NS(C)(=O)=O)ccc2O1 do in these assays?
IDH1 R132H inh: -3.3

What do the screens show for `C[C@H]1CN([C@@H](C)CO)C(=O)c2cc(C#CC3(O)CCCC3)cnc2O[C@@H]1CN(C)C(=O)Cc1cccnc1`?
IDH1 R132H inh: 0.7; EZH2 inh: 2.7

What do the screens show for `CO[C@H]1CN(C)C(=O)c2cc(NS(=O)(=O)c3cn(C)cn3)ccc2OC[C@H](C)N(CC2CC2)C[C@H]1C`?
IDH1 R132H inh: -0.4; EZH2 inh: 4.5

Results for COCc1cn(CC[C@H]2CC[C@H](NC(=O)Nc3ccc(C(F)(F)F)cc3)[C@@H](CO)O2)nn1 ?
IDH1 R132H inh: 0.0; EZH2 inh: 3.6

Results for COc1ccc(S(=O)(=O)Nc2ccc3c(c2)C(=O)N([C@H](C)CO)C[C@H](C)[C@H](CN(C)C)OCCCC[C@@H](C)O3)cc1 ?
IDH1 R132H inh: 1.2; EZH2 inh: 8.4

Results for COc1ccc(CN(C)C[C@H]2OCCCC[C@@H](C)Oc3ccc(NS(C)(=O)=O)cc3C(=O)N([C@H](C)CO)C[C@H]2C)cc1 ?
IDH1 R132H inh: 2.5; EZH2 inh: -0.4

Results for C[C@@H]1CN([C@@H](C)CO)C(=O)Cc2cc(NC(=O)Cc3ccccc3)ccc2O[C@H]1CN(C)C(=O)Nc1ccc(C(F)(F)F)cc1 ?
IDH1 R132H inh: 0.4

What do the screens show for `O=C(NCCO)c1cccc(Nc2nc(-c3ccccc3)c3cc(Cl)ccc3n2)c1`?
IDH1 R132H inh: 0.1; EZH2 inh: -55.5

Results for CO[C@@H]1CN(C)C(=O)c2ccc(NC(=O)Nc3ccc4c(c3)OCO4)cc2OC[C@@H](C)N(C)C[C@H]1C ?
EZH2 inh: -8.8

What do the screens show for `C[C@@H]1CN([C@H](C)CO)C(=O)Cc2cc(NC(=O)Nc3ccccc3)ccc2O[C@@H]1CN(C)Cc1ccc(C(=O)O)cc1`?
IDH1 R132H inh: 1.0; EZH2 inh: 8.6

Results for CCC(=O)N1C[C@@H](C)[C@H](OC)CN(C)C(=O)c2ccc(NC(=O)Nc3cccc(F)c3)cc2OC[C@@H]1C ?
IDH1 R132H inh: -0.1; EZH2 inh: -14.4

How did C[C@H](CO)N1C[C@H](C)[C@@H](CN(C)C(=O)C2CCC2)Oc2ncc(C#CC(C)(C)O)cc2C1=O do in these assays?
EZH2 inh: -1.1

What do the screens show for `CCC(Sc1nnc(-c2ccc([N+](=O)[O-])cc2)n1C)C(=O)Nc1ccc(Br)cc1` (stereo not drawn)?
IDH1 R132H inh: -0.1; EZH2 inh: 1.7

What do the screens show for `CC(C)NC(=O)N(C)C[C@H]1Oc2ccc(NS(C)(=O)=O)cc2C(=O)N([C@H](C)CO)C[C@H]1C`?
IDH1 R132H inh: -0.1; EZH2 inh: 0.4

Results for C[C@@H](NC(=O)C[C@@H]1C[C@H]2c3cc(NC(=O)CN(C)C)ccc3O[C@H]2[C@H](CO)O1)c1ccccc1 ?
IDH1 R132H inh: -1.5; EZH2 inh: -3.2

How did O=C(C[C@@H]1C[C@H]2c3cc(NC(=O)CC4CC4)ccc3O[C@H]2[C@@H](CO)O1)NCc1ccccc1 do in these assays?
IDH1 R132H inh: 0.0; EZH2 inh: -3.6

Results for COc1cccc(CN2CCc3[nH]c(=S)[nH]c(=O)c3C2)c1 ?
IDH1 R132H inh: 0.9; EZH2 inh: -3.4

How did O=c1cc(-c2ccccc2)nc(SCc2nc3ccccc3c(=O)[nH]2)[nH]1 do in these assays?
IDH1 R132H inh: 0.0

What do the screens show for `COc1cccc(NC(=O)N[C@@H]2C=C[C@@H](CC(=O)N3CCCCC3)O[C@H]2CO)c1`?
IDH1 R132H inh: 0.4; EZH2 inh: -4.4

How did COc1ccccc1NC(=O)N[C@H]1CC[C@@H](CCNC(=O)c2ccc3c(c2)OCO3)O[C@@H]1CO do in these assays?
IDH1 R132H inh: 0.1; EZH2 inh: 1.4

Results for Cc1ccc(S(=O)(=O)N(C)C[C@H]2Oc3ccc(NC(=O)Nc4ccc(C(F)(F)F)cc4)cc3C(=O)N([C@H](C)CO)C[C@@H]2C)cc1 ?
IDH1 R132H inh: 2.1

What do the screens show for `C=C(C)[C@H]1C[C@@]2(C)C(=CC1=O)CC[C@@H](O)[C@@H]2C`?
IDH1 R132H inh: 0.1

How did Cc1ccc(-n2c(SCC(=O)Nc3ccc4c(c3)OCCO4)nnc2-c2ccco2)cc1 do in these assays?
IDH1 R132H inh: 0.1; EZH2 inh: -25.6

How did COc1ccc(S(=O)(=O)N(C)C[C@@H]2Oc3ccc(NC(=O)Nc4ccc(C(F)(F)F)cc4)cc3C(=O)N([C@H](C)CO)C[C@@H]2C)cc1 do in these assays?
IDH1 R132H inh: 0.8

What do the screens show for `O=C(C[C@H]1C[C@H]2c3cc(NC(=O)NC4CCCCC4)ccc3O[C@H]2[C@@H](CO)O1)NCc1ccncc1`?
IDH1 R132H inh: -0.5; EZH2 inh: 2.1

What do the screens show for `CO[C@@H]1CN(C)C(=O)c2cc(NS(=O)(=O)c3cccc(F)c3)ccc2OC[C@H](C)N(C(=O)Cc2cccnc2)C[C@H]1C`?
IDH1 R132H inh: 0.5; EZH2 inh: 7.7

What do the screens show for `N#Cc1c(-c2ccccc2)nc(SCCN2C(=O)c3ccccc3C2=O)[nH]c1=O`?
IDH1 R132H inh: -0.5

How did CC(C)NC(=O)Nc1ccc2c(c1)C(=O)N([C@H](C)CO)C[C@H](C)[C@H](CN(C)S(=O)(=O)c1ccc(F)cc1)O2 do in these assays?
IDH1 R132H inh: -0.2; EZH2 inh: -7.0

How did Cc1sc(NC(=O)COc2ccccc2)c(C(N)=O)c1-c1ccccc1 do in these assays?
IDH1 R132H inh: -0.4; EZH2 inh: 8.5

What do the screens show for `Cc1ccc(S(=O)(=O)Nc2ccc3c(c2)C(=O)N([C@H](C)CO)C[C@H](C)[C@@H](CN(C)Cc2ccncc2)O3)cc1`?
IDH1 R132H inh: 1.6; EZH2 inh: 4.8

Results for COc1ccc(-c2noc(CN(C)S(=O)(=O)c3ccccc3)n2)cc1OC ?
IDH1 R132H inh: 0.3; EZH2 inh: -2.7

What do the screens show for `C[C@H]1CN([C@@H](C)CO)C(=O)c2cccc(NC(=O)c3ccncc3)c2O[C@H]1CN(C)C(=O)Nc1ccc(F)cc1`?
EZH2 inh: 5.5

What do the screens show for `C[C@H](CO)N1C[C@H](C)[C@@H](CN(C)S(=O)(=O)c2cn(C)cn2)Oc2c(NS(=O)(=O)c3ccccc3)cccc2C1=O`?
IDH1 R132H inh: 0.1

Results for CC(C)c1cn(CC[C@H]2CC[C@H](NS(=O)(=O)c3ccc(F)cc3)[C@@H](CO)O2)nn1 ?
IDH1 R132H inh: -0.3; EZH2 inh: 2.3

Results for C[C@@H]1CCCCO[C@@H](CN(C)S(C)(=O)=O)[C@H](C)CN([C@@H](C)CO)C(=O)c2cc(NC(=O)CCC(F)(F)F)ccc2O1 ?
IDH1 R132H inh: 2.4; EZH2 inh: 3.4

How did CC(C(=O)Nc1ccccc1Br)N(c1ccc(Cl)cc1)S(C)(=O)=O (stereo not drawn) do in these assays?
IDH1 R132H inh: -0.1; EZH2 inh: 8.4

How did C[C@@H]1CN([C@@H](C)CO)S(=O)(=O)c2ccc(-c3ccc(F)cc3)cc2O[C@H]1CN(C)C(=O)C1CC1 do in these assays?
IDH1 R132H inh: 2.4; EZH2 inh: 10.3

What do the screens show for `Cc1ccc(S(=O)(=O)NC(C)(C)CSc2nncn2C)cc1`?
IDH1 R132H inh: -0.1; EZH2 inh: -15.0

Not all compounds are listed. The share of hits here may be higher or lower than overall.
